D3 ag – agonists of human D3 dopamine receptor | actives 0.58% (n = 410,000) | AID 652048 | P35462 | D3R DiscoveRx beta-arrestin cells, luminescence, 90 min | max activation, %; in the data active = max activation above about 30%; also: 0% is about no effect; mostly tested at two doses, the higher about 12 µM
Target sequence (P35462 whole entry, looked up): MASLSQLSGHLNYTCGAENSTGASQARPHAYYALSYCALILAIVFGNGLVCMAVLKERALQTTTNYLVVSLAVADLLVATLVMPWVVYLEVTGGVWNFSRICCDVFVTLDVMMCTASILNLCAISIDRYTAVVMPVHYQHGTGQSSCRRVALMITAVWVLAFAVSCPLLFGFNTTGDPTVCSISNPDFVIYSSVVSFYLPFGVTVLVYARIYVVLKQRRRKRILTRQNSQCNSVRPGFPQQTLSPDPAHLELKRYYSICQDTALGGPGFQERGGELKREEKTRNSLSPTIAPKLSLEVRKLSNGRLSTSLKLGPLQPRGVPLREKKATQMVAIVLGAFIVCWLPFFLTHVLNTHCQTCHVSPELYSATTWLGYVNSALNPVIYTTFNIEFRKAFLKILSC
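Agonist mode: compounds and dopamine controls were applied to plated cells for 90 min at 37 degrees C after an overnight attachment at 1500 cells/well. Luminescent read-out followed 30 - 60 minutes at room temperature with DiscoveRx detection reagent.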
pAkt inh – blocks phosphorylation of Akt; Neuro2A IGF-stimulated pAkt S473 HTRF, 20 min; stronger effect = lower value; actives 0.32% (n = 360,000); activity change, % for hits at 50 µM; AID 651550; in the data active = activity change below about -80%; inconclusive = mostly about -51% to -80%; also: % is scaled to controls: 0 for no effect and ±100 for the full control effect
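Neuro2A cells (4,500/well, DMEM with 0.5% FBS) were treated with compound at a single 50 µM final concentration, stimulated with 6 nM IGF for 20 min at 37 °C, and lysed. Phospho-Akt Ser473 was read by HTRF as 665/615 ratio ×10^4.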
D3 antag – D3 dopamine receptor (human) antagonism; P35462; D3R cells, DiscoveRx beta-arrestin luminescence, antagonist mode; stronger effect = lower value; max response, negative = inhibition, %; actives 2.5% (n = 360,000); AID 652054; in the data active = max response below about -50%; inconclusive = no clear call, values can overlap the other calls; also: % is scaled to controls: 0 for no effect and ±100 for the full control effect; mostly tested at two doses, the higher about 12 µM
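Cells plated overnight at 1500 cells/well, then exposed to library compounds with dopamine controls for 90 minutes at 37 degrees C. DiscoveRx reagent added for 30–60 minutes at room temperature; luminescence read, quantitative HTS format.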
EPAC2 antagonist – blocks human EPAC2 exchange factor; EPAC2 GEF exchange of Rap1B-BODIPY-GDP, fluorescence; Potency, µM (highest dose often 114 µM), for the others: at the highest dose activity, negative = inhibition, actives largely listed as inhibitors; actives 0.18% (n = 360,000); AID 720708; also: potency is read from the fitted curve at half-maximal effect; % is scaled to controls: 0 for no effect and ±100 for the full control effect; nearly all actives have a fitted effect of over 45% in size; many of its hits are not listed in these tables
Mm-Cpn inhibitor – blocks the Methanococcus maripaludis chaperonin Mm-Cpn. purified Mm-Cpn ATPase, ADP Transcreener TR-FRET. AID 504842. Potency, µM (series often up to 76.9 µM), inactives show at the top dose activity, negative = inhibition, usual class: inhibitors. actives 0.031% (n = 330,000); also: potency is read from the fitted curve at half-maximal effect; % is scaled to controls: 0 for no effect and ±100 for the full control effect; nearly all actives have a fitted effect of over 80% in size
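Purified archaeal chaperonin (25 nM final) was preincubated with compound for 10 min at 37°C, then ATP (10 uM final) was added for 30 min at 37°C in Tris pH 7.4/KCl/MgCl2/DTT buffer. ADP was quantified by HTRF Transcreener TR-FRET.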
CCT chaperon mod – changes cytosolic chaperonin activity; activity change, % (no concentration beside the values), hits read low; purified chaperonin ATPase assay, HTRF ADP detection, 30 min; actives 0.3% (n = 360,000); in the data active = activity change below about -30%; also: % is scaled to controls: 0 for no effect and ±100 for the full control effect
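TRiC (40 or 20 nM final, by batch activity) in 30 mM Tris pH 7.4, 100 mM KCl, 5 mM MgCl2, 1 mM DTT was treated with compound at 76 uM single dose, then 10 uM ATP, 30 min at 37 °C. ADP was read by HTRF Transcreener.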
EPAC2 agonist – EPAC2 (human) agonism. EPAC2 activation, biochemical qHTS; response scale: 100% = 6.5 mM cAMP response. Potency, µM (doses to about 154 µM), inactives show top-dose activation, most hits filed as activators. AID 720711. Q8WZA2. actives 0.079% (n = 360,000); also: potency is read from the fitted curve at half-maximal effect; nearly all actives have a fitted effect of over 50% in size
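EPAC2 (100 nM) mixed with Rap1B loaded with BODIPY-GDP (250 nM) plus 50 uM unlabeled GDP; compounds pinned in, 5 min RT, then read every 5 min for 30 min (ex 480, em 540 nm). Normalized to cAMP control.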
PTHR1 agonist – activates the human parathyroid hormone receptor PTHR1. Q03431. Potency, µM (highest dose often 115 µM), for the others: at the top dose activation, actives largely listed as activators. actives 0.075% (n = 410,000). AID 743266. HEK293 GP2 PTHR1 cells, GloSensor cAMP luminescence, 1 h; also: potency is read from the fitted curve at half-maximal effect; nearly all actives have a fitted effect of over 55% in size; some results filed as inactive show a strong effect at the top dose; inactives centre near -15; many of its hits are not listed in these tables
Target sequence (Q03431 whole entry, looked up): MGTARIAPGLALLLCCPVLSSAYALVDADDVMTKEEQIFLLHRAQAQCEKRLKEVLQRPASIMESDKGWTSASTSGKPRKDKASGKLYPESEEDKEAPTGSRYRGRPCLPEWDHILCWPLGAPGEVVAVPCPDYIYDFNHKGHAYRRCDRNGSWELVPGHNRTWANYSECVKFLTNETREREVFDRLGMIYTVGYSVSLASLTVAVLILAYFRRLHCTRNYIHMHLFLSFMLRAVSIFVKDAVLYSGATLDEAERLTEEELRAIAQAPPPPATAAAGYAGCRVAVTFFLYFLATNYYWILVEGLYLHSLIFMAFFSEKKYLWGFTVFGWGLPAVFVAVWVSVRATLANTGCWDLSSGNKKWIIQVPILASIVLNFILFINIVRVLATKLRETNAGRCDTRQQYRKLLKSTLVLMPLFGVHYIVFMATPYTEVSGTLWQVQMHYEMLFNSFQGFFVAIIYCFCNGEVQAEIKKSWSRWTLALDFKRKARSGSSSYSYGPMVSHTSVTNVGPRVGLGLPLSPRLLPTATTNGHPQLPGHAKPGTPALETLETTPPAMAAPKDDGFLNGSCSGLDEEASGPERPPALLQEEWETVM
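HEK-293-derived GP2 cells expressing PTHR1 and a GloSensor cAMP reporter, 3,000/well, plated overnight, given luciferin plus IBMX (each 0.5 mM as added) for 1 h at 37 °C, then compound for 1 h at 37 °C. Luminescence was read after 15 min at room temperature.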
* hit, by the source's call; i = inactive; ? = inconclusive; · = not tested or not shown; [ ] = remark or other dose. Unless noted, calls follow the shape of the dose curve; as a rule, active = well fitted curve in the direction sought with a large enough effect; inconclusive = small, poorly fitted or top-dose-only effect, or another doubt; inactive = no such curve, though single readings can be large; an effect the other way counts as inactive or inconclusive. Some of the compounds tested; count on the stated rates, not on these rows.

SMILES	D3 ag	pAkt inh	D3 antag	EPAC2 antagonist	Mm-Cpn inhibitor	CCT chaperon mod	EPAC2 agonist	PTHR1 agonist
CCOCCCNC(=O)c1ccc(Br)cc1	-2.3	i	0.0	13.6%	0.9%	0.8	0.9%	-5.8%[57.5 µM]
CCC(C(=O)Nc1ccc(S(=O)(=O)N2CCN(C)CC2)cc1)c1ccccc1 (configuration not stated)	-6.7	i	-6.1	-13.3%	·	-0.7	4.6%	-39.1%[inhibitor]
O=[N+]([O-])c1ccc(Sc2nnnn2-c2ccccc2)nc1	5.4	i	?	5.1%	-5.4%	-1.1	10.9%	-30.2%[inhibitor]
Cc1cc(C)c(NC(=O)C(=O)NCc2ccco2)c(C)c1	-5.9	i	0.6	3.0%	-0.8%	0.8	?	-23.2%
Cc1cc(C)cc(-n2c(SCC(=O)NCc3ccc4c(c3)OCO4)nc3ccccc3c2=O)c1	1.3	i	2.2	9.0%	-2.2%	-0.5	2.4%	-19.5%
CCC(C)(C)c1nnc(NC(=O)C2CCN(C(=O)c3ccco3)CC2)s1	2.9	i	4.2	-5.9%	0.8%	-1.6	9.6%	-23.1%
CCOC(=O)[C@@H]1[C@H]2COc3ccccc3[C@@H]2N2C(=O)N(c3cccc(C)c3)C(=O)[C@@]12C	-4.7	i	17.1	2.3%	-0.1%	-1.4	-1.5%	-20.7%
CCCCOc1ccc(CON(C(C)=O)C(C)=O)cc1Cl	-2.6	i	3.3	-20.9%	-0.3%	-2.5	5.2%	-1.8%
O=S(=O)(c1ccc(-n2cnnn2)cc1)N1CCC(N2CCCCC2)CC1	4.3	i	-5.9	0.9%	0.5%	0.5	9.8%	-89.4%[inhibitor]
O=C(CN1CCN(S(=O)(=O)c2ccc(Br)cc2)CC1)N/N=C/c1cccnc1	1.8	i	12.6	20.3%	0.6%	-2.1	2.0%	i
CN(CC(=O)Nc1cccc(F)c1)CC(=O)Nc1ccc(Cl)cc1[N+](=O)[O-]	7.7	i	-5.1	-12.0%	-0.5%	0.1	-5.4%	i
Cc1ccc(CNC(=O)CSc2nc3[nH]ncc3c(=O)[nH]2)cc1	-8.2	i	-3.6	9.5%	-2.0%	-1.5	6.8%	i
O=C(CCc1nc2sc3c(c2c(=O)[nH]1)CCCC3)NCCc1ccc(Cl)cc1	3.0	i	18.0	7.0%	·	-2.8	-2.7%	-14.4%
CCn1c(SCC(=O)N2CCN(c3ccccc3)CC2)nnc1-c1ccoc1C	-3.6	i	-15.2	-2.3%	0.5%	-1.6	-1.8%	-33.3%[inhibitor]
CCOC(=O)N1CCC(NC(=O)C2CCCN(S(=O)(=O)c3ccc4c(c3)oc(=O)n4C)C2)CC1 (configuration not stated)	6.6	i	10.0	0.7%	-0.5%	-0.7	4.1%	-12.6%[57.5 µM]
COc1ccc(C(C)(C)C)cc1NC(=O)COC(=O)C(C)C	-2.5	i	-5.9	-2.9%	-0.4%	2.6	-1.8%	i
NC(=O)NC(CC(=O)NCCc1ccccn1)c1ccccc1Cl (configuration not stated)	-1.3	i	-22.9	6.0%	0.8%	0.7	4.9%	i
c1ccc2c(c1)Cn1c-2nc2ccccc21	-1.3	i	7.4	0.5%	-0.6%	0.3	4.0%	-14.1%
Cc1cccc(NC(=O)C2CCCN2S(=O)(=O)c2ccc(Cl)cc2)n1 (configuration not stated)	2.2	i	11.4	1.6%	1.4%	1.0	4.0%	i
Cc1cc(C)c(C(CC(=O)c2cccs2)C(C#N)C#N)c(C)c1 (configuration not stated)	4.1	i	2.5	-18.2%	0.0%	-0.6	8.6%	-27.8%
Cc1cccnc1NC(=O)c1cccc(S(=O)(=O)NCc2ccccc2)c1	5.4	i	-8.5	9.2%	-0.5%	-0.4	4.2%	-10.7%
COc1cc(/C=C(\NC(C)=O)C(=O)NC(C)(C)C)ccc1OC(C)=O	11.9	i	-3.5	7.1%	0.7%	-0.7	9.9%	-32.2%
COc1ccccc1NC(=O)Nc1nc(CC(=O)NCc2ccccn2)cs1	-13.7	i	-15.8	11.2%	0.5%	2.3	0.5%	-23.1%
Cn1c(=O)c2c(nc(Oc3ccc4c(c3)OCO4)n2Cc2ccc(Cl)cc2)n(C)c1=O	-7.6	i	-6.9	-1.6%	0.5%	-0.5	0.3%	-9.8%
CCC(=O)NCC(c1ccco1)N1CCN(c2ccc(OC)cc2)CC1 (configuration not stated)	1.6	i	-6.0	-1.1%	1.0%	0.1	3.8%	i

Brought forward from above: six entries, then new ones.
SMILES	D3 ag	pAkt inh	D3 antag	EPAC2 antagonist	Mm-Cpn inhibitor	CCT chaperon mod	EPAC2 agonist	PTHR1 agonist
Cc1cc(C)c(C(CC(=O)c2cccs2)C(C#N)C#N)c(C)c1 (configuration not stated)	4.1	i	2.5	-18.2%	0.0%	-0.6	8.6%	-27.8%
Cc1cccnc1NC(=O)c1cccc(S(=O)(=O)NCc2ccccc2)c1	5.4	i	-8.5	9.2%	-0.5%	-0.4	4.2%	-10.7%
COc1cc(/C=C(\NC(C)=O)C(=O)NC(C)(C)C)ccc1OC(C)=O	11.9	i	-3.5	7.1%	0.7%	-0.7	9.9%	-32.2%
COc1ccccc1NC(=O)Nc1nc(CC(=O)NCc2ccccn2)cs1	-13.7	i	-15.8	11.2%	0.5%	2.3	0.5%	-23.1%
Cn1c(=O)c2c(nc(Oc3ccc4c(c3)OCO4)n2Cc2ccc(Cl)cc2)n(C)c1=O	-7.6	i	-6.9	-1.6%	0.5%	-0.5	0.3%	-9.8%
CCC(=O)NCC(c1ccco1)N1CCN(c2ccc(OC)cc2)CC1 (configuration not stated)	1.6	i	-6.0	-1.1%	1.0%	0.1	3.8%	i
C[C@@H]1COc2cc(N3CCC[C@@H]3CO)ccc2S(=O)(=O)N1	-1.8	i	2.4	0.5%	·	-2.1	7.4%	0.3%
Cc1cc(C)c(C(O)c2ncc(-c3ccccc3C)[nH]2)c(C)c1 (configuration not stated)	-8.6	i	-55.9*	-12.1%	·	0.3	14.3%	-11.5%
CNC(=S)N1CCN(C(=O)c2ccco2)CC1	-8.7	i	18.6	-0.4%	0.6%	-1.5	13.3%	i
CC(=O)NCC1CCN(C(=O)C2CCC(=O)N(CCc3cccc(F)c3)C2)CC1 (configuration not stated)	3.9	i	-2.0	10.8%	-3.5%	0.2	-0.1%	i
COc1ccc(CNC(=O)COC(=O)c2ccco2)cc1	-3.1	i	-14.7	2.1%	0.4%	-1.6	10.3%	i
CCOC(=O)c1c(NC(=O)Cc2cccs2)sc2c1CCCC2	8.8	i	?	2.2%[57.1 µM]	?	0.8	10.0%	i
CC(OC(=O)c1cc(O)c2ccccc2c1O)C(=O)Nc1ccc(C(N)=O)cc1 (configuration not stated)	-4.8	i	3.4	-2.7%	-0.8%	2.3	-9.7%	-4.5%
CCC(C)(C)n1nnnc1C(c1cccs1)N1CCc2ccccc21 (configuration not stated)	2.1	i	-16.5	-6.3%	-0.5%	3.3	15.6%	i
COc1ccccc1N1CCN(C(=O)c2ccc(S(=O)(=O)N3CCCCCC3)cc2)CC1	0.3	i	11.9	-9.0%	-0.9%	-3.7	14.5%	-23.4%[57.5 µM]
Cc1c(NS(=O)(=O)c2ccc(N3CCCCC3)c([N+](=O)[O-])c2)c(=O)n(-c2ccccc2)n1C	-5.9	i	0.0	3.8%	0.0%	1.2	-14.0%	i
O=C(CS(=O)(=O)Cc1ccccc1)Nc1ccc(Cl)cn1	-6.5	i	-15.3	-0.4%	1.0%	-0.3	4.9%	i
c1ccc(N(c2ccccc2)c2nc(N3CCCC3)nc(-n3ccnc3)n2)cc1	25.7	i	-2.6	-7.7%	-1.7%	1.9	1.3%	-38.6%[inhibitor]
CC(Oc1cccnc1[N+](=O)[O-])C(=O)Nc1ccc(F)cc1 (configuration not stated)	-15.6	i	0.0	17.5%	1.5%	2.1	8.2%	?
COc1ccc(S(=O)(=O)NC(C)C(=O)NCCN2CCOCC2)cc1Cl (configuration not stated)	-32.8	i	-11.1	4.6%	-0.2%	-2.8	15.7%	-18.1%
CCOc1ccc(NC(=O)Cn2nc(C(N)=O)c3ccccc3c2=O)cc1S(=O)(=O)N1CCCC1	2.3	i	?	5.3%	0.4%	1.8	0.2%	i
CCc1cc(=O)oc2c(C)c(OC(C)C(=O)NC3CC(C)(C)NC(C)(C)C3)ccc12 (configuration not stated)	1.7	i	-14.3	1.2%	-0.1%	-1.7	5.7%	-26.8%
COc1ccc(Cl)cc1/C=C(\C#N)C(N)=O	-1.3	i	9.5	22.9%	5.3%	-3.1	9.5%	-35.4%[inhibitor]
CCNC(=O)C1CCCN(C(=O)C(c2ccccc2)c2ccccc2)CC1 (configuration not stated)	-1.9	i	-20.8	13.7%	·	-0.6	15.4%	i
O=C(NNc1c(Cl)cncc1Cl)c1sccc1Cl	-3.2	i	7.1	3.6%	3.3%	0.5	-5.4%	i
CCCn1c(=O)c2sccc2n2c(CCCC(=O)NCc3ccco3)nnc12	-3.0	i	-6.4	6.6%	2.6%	1.2	-1.4%	i

3 entries from above, sorted by length of the SMILES, rising.
SMILES	D3 ag	pAkt inh	D3 antag	EPAC2 antagonist	Mm-Cpn inhibitor	CCT chaperon mod	EPAC2 agonist	PTHR1 agonist
Cc1cc(C)c(C(CC(=O)c2cccs2)C(C#N)C#N)c(C)c1 (configuration not stated)	4.1	i	2.5	-18.2%	0.0%	-0.6	8.6%	-27.8%
CCNC(=O)C1CCCN(C(=O)C(c2ccccc2)c2ccccc2)CC1 (configuration not stated)	-1.9	i	-20.8	13.7%	·	-0.6	15.4%	i
Cn1c(=O)c2c(nc(Oc3ccc4c(c3)OCO4)n2Cc2ccc(Cl)cc2)n(C)c1=O	-7.6	i	-6.9	-1.6%	0.5%	-0.5	0.3%	-9.8%
